mIAP act: mouse IAP activation. muIAP, CDP-Star luminescence, 30 min; hits give high values; 1 = vehicle-only enzyme signal, 0 = enzyme-free wells. activation factor at 10 µM. 330,000 compounds, 0.24% hits. AID 2805;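 active = activation factor of at least 2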; note: the source names both 10 and 20 µM as test concentration; values of inactives mirror those of a sister screen read the other way
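Assay system: mouse IAP enzyme; Reagent: CDP-Star chemiluminescent phosphatase substrate; Compound: DMSO-dissolved test compounds; Incubation: 30 min, room temperature; Technique: luminescence from enzymatic CDP-Star hydrolysis; Controls: DMSO-only wells and no-enzyme negative control.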
A3G deaminase: inhibitors of human APOBEC3G DNA deaminase; inhibition, % at 20 µM; 330,000 compounds, 0.28% hits; Q9HC16; recombinant A3G, ssDNA deamination FAM/TAMRA fluorescence;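 active = inhibition of at least 40% at 20 µM, with no more than 30% in the related APOBEC3A deaminase screen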;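 note: plate controls were DMSO wells with A3G for no effect and wells lacking A3G enzyme for full effect; some compounds called inactive have numbers as strong as hits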
Target sequence (Q9HC16 whole entry, looked up): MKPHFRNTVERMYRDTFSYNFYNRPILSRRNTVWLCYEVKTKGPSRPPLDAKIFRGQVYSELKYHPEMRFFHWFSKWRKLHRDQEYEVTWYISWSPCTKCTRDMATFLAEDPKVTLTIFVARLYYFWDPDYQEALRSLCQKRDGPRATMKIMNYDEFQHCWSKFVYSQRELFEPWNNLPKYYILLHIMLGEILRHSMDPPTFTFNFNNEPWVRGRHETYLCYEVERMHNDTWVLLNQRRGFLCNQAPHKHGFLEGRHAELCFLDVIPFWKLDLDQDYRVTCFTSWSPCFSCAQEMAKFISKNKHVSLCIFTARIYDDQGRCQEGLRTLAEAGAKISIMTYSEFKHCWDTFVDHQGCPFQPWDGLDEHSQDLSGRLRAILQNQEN
MPTP block: inhibitors of mitochondrial permeability transition pore; isolated mouse mitochondria, Ca2+ swelling absorbance, 30 min; inhibition, % at 10 µM; 360,000 compounds, 1.4% hits; AID 602449;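 active = inhibition of 50% or more, scaled per plate between neutral and stimulator controls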;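 note: 0% = DMSO wells given calcium and 100% = 1 mM EGTA wells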
ATG4B inh: blocks human ATG4B protease cleavage of LC3 substrate; Q9Y4P1; ATG4B cleavage of LC3-PLA2, NBD-HPC fluorescence, 1 h; inhibition, % at 8.33 µM; 340,000 compounds, 0.51% hits; in the data active = inhibition above about 40%
Target sequence (Q9Y4P1 whole entry, looked up): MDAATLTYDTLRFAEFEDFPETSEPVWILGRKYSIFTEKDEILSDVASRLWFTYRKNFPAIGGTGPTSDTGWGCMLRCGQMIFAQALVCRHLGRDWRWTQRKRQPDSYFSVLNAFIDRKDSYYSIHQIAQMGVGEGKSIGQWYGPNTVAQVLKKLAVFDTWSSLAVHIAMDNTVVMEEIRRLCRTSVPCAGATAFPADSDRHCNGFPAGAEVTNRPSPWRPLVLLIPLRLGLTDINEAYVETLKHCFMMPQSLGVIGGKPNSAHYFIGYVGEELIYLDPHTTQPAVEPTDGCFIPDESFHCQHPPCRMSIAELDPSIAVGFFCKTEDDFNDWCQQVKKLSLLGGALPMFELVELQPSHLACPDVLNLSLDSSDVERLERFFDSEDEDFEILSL
mIAP block: mouse IAP inhibition. purified mouse IAP, CDP-Star luminescence, 30 min. 330,000 compounds, 0.2% hits. AID 2806. inhibition, % at 10 µM;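 active = inhibition of at least 40% at 10 µM in the primary screen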;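 note: plate controls were DMSO with enzyme for no effect and no enzyme wells for full effect; values of inactives mirror those of a sister screen read the other way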
hIAP inh: blocks human intestinal alkaline phosphatase | P09923 | purified IAP, CDP-Star luminescence, 30 min | inhibition, % at 10 µM | 330,000 compounds, 0.12% hits | AID 2544;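 active = inhibition reaching a set limit with compound at 10 µM in the primary screen, cut at about 35% in these data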;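 note: plate controls were DMSO wells with enzyme for no effect and no-enzyme buffer wells for full effect; values of inactives mirror those of a sister screen read the other way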
APOBEC3A inh: human APOBEC3A DNA deaminase inhibition. recombinant A3A, FAM/TAMRA ssDNA deamination fluorescence. inhibition, % at 20 µM. 330,000 compounds, 0.41% hits;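 active = at least 40% inhibition at 20 µM here, with at most 30% in a related deaminase screen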;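 note: plate controls were A3A with DMSO for no effect and wells lacking A3A enzyme for full effect; some results filed as inactive read as strong as hits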
Target sequence (P31941 whole entry, looked up): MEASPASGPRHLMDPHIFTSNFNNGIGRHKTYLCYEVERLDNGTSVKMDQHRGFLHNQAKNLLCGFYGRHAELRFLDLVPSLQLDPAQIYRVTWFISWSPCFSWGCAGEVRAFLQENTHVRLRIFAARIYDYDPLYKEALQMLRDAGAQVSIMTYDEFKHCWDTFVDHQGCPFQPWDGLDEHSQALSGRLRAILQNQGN
beta cell repl: MIN6 beta-cell proliferation induction; MIN6 cells proliferation, ATPlite luminescence, 48 h; cells starved in 0.2% serum; 100% = growth in 10% serum; 330,000 compounds, 0.29% hits; proliferation, % at 10 µM;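 active = compounds whose signal lies at least 3.5 SD above the mean of all wells on their plate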;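 note: 0% = DMSO-treated cells in low-serum medium and 100% = 10% serum control; some compounds called inactive have numbers as strong as hits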
hIAP activ: increases human intestinal alkaline phosphatase activity; P09923; purified human IAP, CDP-Star luminescence, 30 min; hits give high values; 1 = vehicle-only enzyme, 0 = enzyme-free background; activation factor at 10 µM; 330,000 compounds, 0.16% hits; AID 2524;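 active = activation factor of the enzyme at least 2-fold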; note: the source names both 10 and 20 µM as test concentration; values of inactives mirror those of a sister screen read the other way
Numbers without * were called inactive; · = no result given; & = joins results of further samples.

The line under a structure holds: mIAP act	A3G deaminase	MPTP block	ATG4B inh	mIAP block	hIAP inh	APOBEC3A inh	beta cell repl	hIAP activ
1) Cc1cc(C)c(NC(=O)COC(=O)c2nc3nccc(C)n3n2)c(Cl)c1
 : 1	-3	-1.1	-9	0	-3	-1	0	1
2) CCc1cccc(N=c2c([N+](=O)[O-])nn(-c3ccc(Cl)cc3)n2O)c1
 : 0.9	-4	1.0	18	10	9	2	-6	0.91
3) COc1ccccc1C(=O)NCC(=O)N1CC=C(c2ccccc2)CC1
 : 1.1	-6	-2.3	-10	-6	2	-2	-2	0.98
4) O=C(COC(=O)C1CC(=O)N(Cc2ccco2)C1)c1ccc(OC(=O)c2ccccc2)cc1 (configuration not stated)
 : 0.99	-6	-0.8	7	1	-2	-7	-3	1
5) CCOc1ccc(-c2cc(C(=O)NN3CCN(C)CC3)c3cc(Cl)ccc3n2)cc1
 : 0.89	-1	·	·	11	-1	0	-2	1
6) CCOc1ccc2oc(C(=O)Nc3ccc4c(c3)OCO4)c(C)c2c1
 : 0.9	-8	1.4	0	10	5	0	-3	0.95
7) CCOC(=O)c1cc(-c2cccnc2)nn1-c1ccccc1
 : 0.94	-5	0.9	-2	6	10	-3	0	0.9
8) O=C(NCc1ccccc1)C(=O)NCC1OCCN1C(=O)c1cccs1 (configuration not stated)
 : 1	-3	-0.5	7	-4	-5	1	0	1
9) CC12CC3CC(C)(C1)CC(CN)(C3)C2
 : 0.97	-6	0.7	-4	2	-20	-4	1	1.2
10) CCOc1ccc(C(CC(=O)O)NC(=O)Cc2ccc(Cl)cc2)cc1 (configuration not stated)
 : 1	-2	-0.6	-3	-2	-7	-5	-6	1.1
11) NC(=O)c1ccccc1NC(=O)c1cccc(C(=O)Nc2ccccc2C(N)=O)n1
 : 0.98	-4	3.1	2	2	-18	0	-3	1.2
12) Nc1c(C(=O)Nc2ccc3c(c2)OCCO3)nnn1Cc1cccc(Cl)c1
 : 1	-7	-2.2	32	-1	3	-3	-6	0.97
13) COc1ccc(OC)c(N(CC(=O)N2CCCC2)S(=O)(=O)c2ccccc2)c1
 : 1.2	4	-1.2	-7	-21	4	3	-2	0.96
14) CCOC(=O)CSc1nnc(NC(=O)CN2CCCCC2)s1
 : 0.99	-9	0.5	-2	1	4	-2	-1	0.96
15) O=C(O)CC(c1ccc(Cl)cc1)n1cccc1 (configuration not stated)
 : 0.94	-4	-0.3	-9	6	26	-4	0	0.74
16) CCCCNC(=O)CSc1nc2cc3c(cc2c(=O)n1CCC(=O)NCCc1ccc(OC)c(OC)c1)OCO3
 : 1.5	0	1.1	-13	-54	-34	-4	2	1.3
17) COc1cccc(N2CCN(CC(=O)Nc3ccccc3C(=O)NCc3ccccc3)CC2)c1
 : 1.2	-7	-1.8	-6	-23	-3	-3	-3	1
18) COCCn1c(=N)c(C(=O)NCc2ccco2)cc2c(=O)n3ccccc3nc21
 : 1	5	-0.8	-9	-1	1	6	5	0.99
19) COc1ccccc1NC(=O)CCSc1nnc(-c2ccco2)o1
 : 1.1	-16	-3.3	-12	-9	5	-2	3	0.95
20) O=C(O)c1cccc(NC(=S)NC(=O)c2ccncc2)c1
 : 0.97	-8	-1.3	-6	3	-3	-4	2	1
21) Cn1nc(C(=O)Nc2cccc(S(=O)(=O)N3CCCCC3)c2)c2ccccc2c1=O
 : 0.97	1	-0.3	-7	3	-15	18	0	1.2
22) COc1cccc(-n2c(Cc3cc(=O)[nH]c(=O)[nH]3)nnc2SCC(=O)N2CCCC2)c1
 : 0.95	2	-0.2	-8	5	4	0	-1	0.96
23) CCn1cc(CNCc2ccc(OCC(O)CN(C)Cc3ccccc3)cc2)cn1 (configuration not stated)
 : 1.1	5	2.1	23	-10	-3	3	-5	1
24) COCCNC(=O)CN(CCc1ccccc1)S(=O)(=O)c1ccc(OC)cc1
 : 0.98	-5	1.2	0	2	-1	-3	-4	1
25) COCCCNC(=O)c1ccc(N2CCCC2)c(NS(=O)(=O)c2ccc(C)cc2)c1
 : 0.9	5	0.3	-6	10	14	-2	7	0.86
26) Cn1nnc2cc(NC(=O)N3CCN(c4ccccn4)CC3)ccc21
 : 1.1	-5	0.4	-11	-8	9	-4	-2	0.91
27) O=C(O)CCC(=O)c1ccc2c(c1)OCCO2
 : 0.93	-5	0.4	-3	8	-7	0	6	1.1
28) CC(=O)Nc1sc2c(c1C(=O)N1CCOCC1)CCCCC2
 : 0.89	-5	-2.0	-7	11	-11	-2	-2	1.1
29) CC(=O)N1N=C(c2cccc(Br)c2)OC12CCCC2
 : 0.97	-12	-0.5	2	3	-15	0	-3	1.2
30) O=C(O)[C@@H]1Cc2ccccc2N1
 : 0.93	-8	1.9	-12	7	-4	-5	0	1
31) O=c1n(-c2ccccc2)c(=O)n2n1CCC2
 : 1.1	1	-3.2	-9	-11	5	2	0	0.95
32) O=C(CC1OC(=O)c2ccccc21)NCC1COc2ccccc2O1 (configuration not stated)
 : 1	-1	-0.1	-3	-2	1	12	0	0.99
33) CCn1c(SCC(=O)Nc2oc(-c3ccccc3)c(-c3ccccc3)c2C#N)nnc1-c1cc(OC)cc(OC)c1
 : 0.83	-6	1.3	22	17	-8	-2	-2	1.1
34) Cc1ccc(CC(NC(=O)c2ccccc2)C(=O)NCC(=O)O)cc1 (configuration not stated)
 : 0.95	-5	-1.4	0	5	11	-2	0	0.89
35) CC(=O)N(C)c1ccc(N=Cc2c(O)ccc3ccccc23)cc1
 : 0.94	25	0.5	-1	6	11	0	-2	0.89
36) Cc1cccc(NC(=O)C(=O)NCc2ccc3c(c2)OCO3)c1C
 : 1	-6	-0.1	-4	-3	-5	0	0	1.1
37) CCN(C(=O)COC(=O)/C=C/c1ccc(OC(F)F)c(OC)c1)C1CCS(=O)(=O)C1 (configuration not stated)
 : 0.99	-4	-2.5	-7	1	9	-3	1	0.91
38) O=C(COC(=O)c1cccnc1Cl)NC1CCCCC1
 : 0.97	-8	-1.6	2	3	2	-5	-3	0.98
39) CCCCCCCCCCSc1n[nH]c(NC(C)=O)n1
 : 2.1*	-5	-0.2	-5	-114	-8	-2	1	1.1
40) CN(C1CCCCC1)S(=O)(=O)c1ccc(NC(=S)NC(=O)c2cccs2)cc1
 : 0.75	1	2.5	23	25	-8	3	-7	1.1
41) CCN(CC)S(=O)(=O)c1cccc(NC(=O)COc2ccc(C#N)cc2OC)c1
 : 1.1	-4	18	-6	-6	-5	-1	0	1
42) CCCC(c1nnnn1CC(=O)OCC)N(Cc1cc2ccc(C)cc2[nH]c1=O)C1CCCC1 (configuration not stated)
 : 0.87	-6	0.3	2	13	-3	-2	-2	1
43) CCC(=O)NS(=O)(=O)c1ccc(N=NN2CCCCC2)cc1
 : 1	-4	1.9	4	-1	10	1	0	0.9
44) Cc1ccc(C)c(S(=O)(=O)N2CCCC2CNC(=O)C(=O)NCCc2ccccc2)c1 (configuration not stated)
 : 0.92	-13	-0.6	-7	8	8	2	-5	0.92
45) C=CCNc1cnn(-c2ccc(C)cc2)c(=O)c1Sc1ccc(C)cc1
 : 1.1	4	2.1	5	-12	-7	4	1	1.1
46) COC(=O)Nc1nnc(-c2ccccc2Cl)s1
 : 1.1	-2	-2.1	0	-5	-14	0	-2	1.1
47) COC(=O)C1=C(C)N(CC2CCCO2)C(=O)C1 (configuration not stated)
 : 0.96	3	-0.6	-13	4	0	2	-2	1
48) CN(C)c1nc2c(c(=O)[nH]c(=O)n2C)n1Cc1ccccc1Br
 : 0.85	-1	1.5	-4	15	7	-1	-1	0.93
49) Cc1ccc(N=Cc2c(O)n(-c3ccc4c(c3)OCO4)c(=O)c3ccccc23)cc1
 : 0.87	-8	0.7	7	13	-1	-1	-4	1
50) C#CCOC(=O)CCCC(=O)NCCCCCCCC
 : 1	-8	-1.8	-4	-3	6	-3	-1	0.94
51) CCCc1[nH][nH]c(=O)c1C(c1ccc(Cl)cc1)C(C#N)C#N (configuration not stated)
 : 0.98	-10	1.6	-5	2	2	-7	-4	0.98
52) O=c1[nH]cnc2c1nc(NCc1ccccc1)n2C1O[C@@H](CO)[C@H](O)[C@@H]1O (some centres not stated)
 : 1	-6	-0.2	1	-2	-1	-2	0	1
53) O=C(Nc1ccccc1Br)c1cccc2ccccc12
 : 0.9	-6	3.6	1	10	11	-1	8.7*	0.89
54) COc1cc2ccccc2cc1C(=O)Nc1ccc(C)cn1
 : 0.98	-8	-1.7	-9	2	-10	-3	1	1.1
55) COc1ccc(N(CC(=O)NCc2ccccc2OC)S(=O)(=O)c2ccccc2)cc1
 : 0.98	-2	0.6	-1	2	-17	-3	0	1.2
56) CC1(C)CC(=O)C=C(NC2CCCCC2)C1
 : 1	-7	0.2	0	0	17	-4	-4	0.83
57) CC(Sc1nnnn1-c1ccc(O)cc1)C(=O)NNC(=O)c1ccc(F)cc1 (configuration not stated)
 : 1.1	-6	-0.4	2	-7	6	-2	1	0.94
58) C[C@H](CCC(=O)NCC(=O)O)[C@H]1CC[C@H]2[C@@H]3[C@H](O)C[C@@H]4C[C@H](O)CC[C@]4(C)[C@H]3C[C@H](O)[C@]12C
 : 1&1.1	-5&-11&-3	-2.0&-0.9&-2.5	6&-3&7	-2&-2	-11&1	-3&-5&-5	-6&-2	1.1&1
59) CCOc1cccc2cc(C(=O)Nc3ccccc3-c3ccccc3)c(=O)oc12
 : 1.1	-2	3.4	-11	-7	10	-1	-1	0.9
60) CC(=O)Oc1c(C)c(C)c2c(c1C)CC[C@@](C)(CCC[C@H](C)CCC[C@H](C)CCCC(C)C)O2
 : 0.94	-5	-4.7	4	6	12	0	-3	0.88
61) COc1ccc(S(=O)(=O)NCC2CCCN(C(=O)CNC(C)=O)C2)cc1 (configuration not stated)
 : 1.1	-8	-1.3	-1	-14	6	-1	-5	0.94
62) CCOC(=O)CSc1nc2c(sc(=S)n2-c2ccc(CC)cc2)c(=O)[nH]1
 : 0.87	-5	3.3	3	13	15	-4	-4	0.85

Ordered by heavy-atom count (lowest first): seven of the compounds above.
The line under a structure holds: mIAP act	A3G deaminase	MPTP block	ATG4B inh	mIAP block	hIAP inh	APOBEC3A inh	beta cell repl	hIAP activ
54) COc1cc2ccccc2cc1C(=O)Nc1ccc(C)cn1
 : 0.98	-8	-1.7	-9	2	-10	-3	1	1.1
36) Cc1cccc(NC(=O)C(=O)NCc2ccc3c(c2)OCO3)c1C
 : 1	-6	-0.1	-4	-3	-5	0	0	1.1
34) Cc1ccc(CC(NC(=O)c2ccccc2)C(=O)NCC(=O)O)cc1 (configuration not stated)
 : 0.95	-5	-1.4	0	5	11	-2	0	0.89
40) CN(C1CCCCC1)S(=O)(=O)c1ccc(NC(=S)NC(=O)c2cccs2)cc1
 : 0.75	1	2.5	23	25	-8	3	-7	1.1
25) COCCCNC(=O)c1ccc(N2CCCC2)c(NS(=O)(=O)c2ccc(C)cc2)c1
 : 0.9	5	0.3	-6	10	14	-2	7	0.86
22) COc1cccc(-n2c(Cc3cc(=O)[nH]c(=O)[nH]3)nnc2SCC(=O)N2CCCC2)c1
 : 0.95	2	-0.2	-8	5	4	0	-1	0.96
42) CCCC(c1nnnn1CC(=O)OCC)N(Cc1cc2ccc(C)cc2[nH]c1=O)C1CCCC1 (configuration not stated)
 : 0.87	-6	0.3	2	13	-3	-2	-2	1

Two entries from above, with bars between the fields.
cpd | SMILES | mIAP act | A3G deaminase | MPTP block | ATG4B inh | mIAP block | hIAP inh | APOBEC3A inh | beta cell repl | hIAP activ
24 | COCCNC(=O)CN(CCc1ccccc1)S(=O)(=O)c1ccc(OC)cc1 | 0.98 | -5 | 1.2 | 0 | 2 | -1 | -3 | -4 | 1
25 | COCCCNC(=O)c1ccc(N2CCCC2)c(NS(=O)(=O)c2ccc(C)cc2)c1 | 0.9 | 5 | 0.3 | -6 | 10 | 14 | -2 | 7 | 0.86
